FBPA Giardia inh: qHTS Assay for Inhibitors of Fructose-1,6-bisphosphate Aldolase from Giardia Lamblia | purified Giardia FBPA | 290,000 compounds, 0.71% hits | AID 2451, 2010 | Potency, µM (titrated, usually from 59.6 µM), for inactives: top-dose activity, negative = inhibition, actives largely listed as inhibitors | A8B2U2; note: potency is the fitted concentration of half-maximal effect; % is set by controls: 0 for no effect and ±100 for the full control effect; nearly all actives have a fitted effect of over 55% in size
Target sequence (A8B2U2 whole entry, looked up): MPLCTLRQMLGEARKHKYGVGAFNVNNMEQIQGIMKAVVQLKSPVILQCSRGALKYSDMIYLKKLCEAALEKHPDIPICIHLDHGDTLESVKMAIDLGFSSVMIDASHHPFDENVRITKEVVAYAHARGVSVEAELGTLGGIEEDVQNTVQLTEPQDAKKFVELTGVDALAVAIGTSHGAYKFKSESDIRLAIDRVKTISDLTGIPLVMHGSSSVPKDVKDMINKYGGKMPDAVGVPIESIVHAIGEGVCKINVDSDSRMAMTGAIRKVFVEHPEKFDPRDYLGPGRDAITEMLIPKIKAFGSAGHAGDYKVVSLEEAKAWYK
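40 nM FBPA preincubated 10 min at RT with compound (up to 57.5 uM final), then substrate plus GAPDH/TPI/NAD/arsenate coupling and diaphorase/resazurin added. Fluorescence read after 20 min at RT, 525/598 nm.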
Sm TGR inh: qHTS Assay for the Inhibitors of Schistosoma Mansoni Peroxiredoxins. purified TGR, DTNB reduction, TNB absorbance 405 nm. Potency, µM (highest dose often 114 µM), without a hit: at the highest dose activity change, negative = inhibition, actives largely listed as inhibitors. 360,000 compounds, 3% hits; note: potency is the fitted concentration of half-maximal effect; % is set by controls: 0 for no effect and ±100 for the full control effect; nearly all actives have a fitted effect of over 60% in size
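First, TGR (20 nM dispensed) and NADPH were mixed with compound. Second, a 15 min room-temperature incubation followed. Third, further NADPH and then DTNB were added to start the reaction. Finally, TNB absorbance was monitored kinetically.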
Pf growth 96h: Primary qHTS for delayed death inhibitors of the malarial parasite plastid, 96 hour incubation. P. falciparum luciferase reporter growth, 96 h. Potency, µM (titrated, usually from 28.7 µM), without a hit: at the highest dose activity change, negative = inhibition, actives largely listed as inhibitors. 320,000 compounds, 6.9% hits; note: potency is the fitted concentration of half-maximal effect; % is set by controls: 0 for no effect and ±100 for the full control effect
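Parasite growth measured via integrated firefly luciferase reporter in P. falciparum. Infected erythrocytes at 2% hematocrit, 0.05% parasitemia final were treated 96 hours at 37 C under 5% CO2, and luminescence was read.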
Pf growth 48h: Primary qHTS for delayed death inhibitors of the malarial parasite plastid, 48 hour incubation. P. falciparum luciferase growth in erythrocytes, 48 h. Potency, µM (series often up to 28.7 µM), for inactives: at the top dose activity change, negative = inhibition, actives largely listed as inhibitors. 310,000 compounds, 5.9% hits. AID 504832, 2011; note: potency is the fitted concentration of half-maximal effect; % is set by controls: 0 for no effect and ±100 for the full control effect
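Compounds are pin-transferred into medium, infected erythrocytes (2% hematocrit, 0.1% parasitemia final) are added, and plates sit one parasite generation at 37 C in 5% CO2. Detection reagent is then added and luminescence measured.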
CHX counter: Cycloheximide Counterscreen for Small Molecule Inhibitors of Shiga Toxin | AID 2314, 2010 | 300,000 compounds, 12% hits | cell reporter, cycloheximide protein synthesis inhibition counterscreen | max response, %; in the data active = max response mostly above about 13%, no sharp cut-off; inactive = mostly below about 14%; note: read at 38.3 µM for the half of the compounds with a filed dose; 0% is about no effect
Shiga toxin inh: A qHTS for Small Molecule Inhibitors of Shiga Toxin | inhibition, % at 38.7 µM | AID 2315, 2010 | Vero cells, Shiga toxin protein synthesis inhibition reporter | 290,000 compounds, 9.2% hits; in the data active = inhibition mostly above about 28%, no sharp cut-off; inactive = mostly below about 43%; note: 0% is about no effect
* = called active by the depositor; ? = inconclusive; · = not tested or not shown; [ ] = dose if it differs, or a comment. Unless noted, calls come from the whole dose curve; as a rule, active = well fitted curve in the direction sought with a large enough effect; inconclusive = small, poorly fitted or top-dose-only effect, or another doubt; inactive = no such curve, though single readings can be large; an effect the other way counts as inactive or inconclusive. Compounds as they come (roughly 24% active in at least one column).

Start of the data: the first 2 records (preview)
item	SMILES	FBPA Giardia inh	Sm TGR inh	Pf growth 96h	Pf growth 48h	CHX counter	Shiga toxin inh
1	CC1=NN(C(=O)COc2ccccc2C)C(O)(c2ccc(Cl)cc2)C1 (configuration not stated)	13%	-16%	?	10%	-4	13
2	C/C(=N\Nc1ccc(F)cc1)c1ccncc1	-19%	-7%	6%	21%	24*	34

The list itself, repeating the preview:
item	SMILES	FBPA Giardia inh	Sm TGR inh	Pf growth 96h	Pf growth 48h	CHX counter	Shiga toxin inh
1	CC1=NN(C(=O)COc2ccccc2C)C(O)(c2ccc(Cl)cc2)C1 (configuration not stated)	13%	-16%	?	10%	-4	13
2	C/C(=N\Nc1ccc(F)cc1)c1ccncc1	-19%	-7%	6%	21%	24*	34
3	CC(C)C(=O)NNC(=O)c1csc(-c2cccs2)n1	?	13%	-10%	0%	3	15
4	CC(c1ccccc1)N1C(=O)OC(C)(C)C1(C)O (configuration not stated)	·	-4%	15%	77%[activator]	·	·
5	CCCN(CCC)CCCNC(=S)Nc1ccc2nc(N3CCCC3)cc(C)c2c1	?	45µM*	?	1.5µM*	-3	16
6	Cc1cc(Cn2ccnc2)c(C)c([N+](=O)[O-])c1Cn1ccnc1	5%	-5%	?	10µM*	-2	-3
7	O=C1NCCN(C(=O)CCc2nnc(-c3ccsc3)o2)C1c1ccc(F)cc1 (configuration not stated)	0%	1%	-5%	3%	-1	3
8	Cc1nn(CC(=O)NCc2ccccn2)c(C)c1[N+](=O)[O-]	1%	4%	?	13%	1	14
9	CC(=O)C1=C(O)C(=O)N(c2cccc(C(=O)O)c2)C1c1ccc(F)cc1 (configuration not stated)	-19%	2%	?	23%	7	0
10	CCn1cc(NC(=O)Nc2ccc(OC)c(OC)c2)c(C(N)=O)n1	-24%	2%	?	-19%	-6	-2
11	Cc1cccc(N(C(=O)CCC(=O)Nc2cc(C)on2)C(C(=O)NC2CCCC2)c2ccccc2)c1 (configuration not stated)	3%	1%	?	?	-6	-13
12	CCOc1ccc(NC(=O)Cc2ccc(S(=O)(=O)N3CCOCC3)s2)cc1OCC	·	0%	-8%	27%	-4	-21
13	Cc1c(C(=O)OCC(=O)N(C)Cc2ccc(Cl)cc2)oc2ccccc12	·	3%	23%	1%	·	·
14	Cc1cc(C)n(CCCNC(=O)c2cc(COc3ccc(C)c(C)c3)on2)n1	·	-1%	25%	-17%	4	-24
15	CC(C)N1CCN(Cc2ccc(C#CC(C)(C)O)cc2)CC1CCO (configuration not stated)	2%	18%[57.1 µM]	46%[activator]	23%	-1	-16
16	COC(=O)c1c(NC(=O)CC2SC(N)=NC2=O)sc2c1CCC(C(C)(C)C)C2 (configuration not stated)	-1%	-17%	?	-6%	4	16
17	COc1cc(OC)nc(Oc2ccccc2C(=O)Oc2ccc(F)cc2Cl)n1	-1%	-3%	34%[activator]	-6%	9	11
18	CC1=C(C(=O)OCCOC(C)C)C(c2cccnc2)C2=C(CCCC2=O)N1 (configuration not stated)	-6%	-20%	·	37%[activator]	-2	-18
19	COc1ccc(N2CCN(C(CNC(=O)C(=O)NC3CC3)c3ccco3)CC2)cc1 (configuration not stated)	·	1%	23%	19%	·	·
20	O=C(CCCN1C(=O)/C(=C/c2ccccc2)SC1=S)Nc1ccccc1O	-1%	10%	136%[activator]	-1%	7	3

Single entries from the entries so far.
For Sm TGR inh, Cc1cccc(N(C(=O)CCC(=O)Nc2cc(C)on2)C(C(=O)NC2CCCC2)c2ccccc2)c1 (configuration not stated) has the entry 1%
For Pf growth 48h, CC(=O)C1=C(O)C(=O)N(c2cccc(C(=O)O)c2)C1c1ccc(F)cc1 (configuration not stated) has the entry 23%
For Pf growth 48h, CC(C)C(=O)NNC(=O)c1csc(-c2cccs2)n1 has the entry 0%
For Pf growth 48h, CC1=C(C(=O)OCCOC(C)C)C(c2cccnc2)C2=C(CCCC2=O)N1 (configuration not stated) has the entry 37%[activator]
For Pf growth 48h, COc1ccc(N2CCN(C(CNC(=O)C(=O)NC3CC3)c3ccco3)CC2)cc1 (configuration not stated) has the entry 19%
For CHX counter, CC(C)N1CCN(Cc2ccc(C#CC(C)(C)O)cc2)CC1CCO (configuration not stated) has the entry -1

Other entries:
item	SMILES	FBPA Giardia inh	Sm TGR inh	Pf growth 96h	Pf growth 48h	CHX counter	Shiga toxin inh
21	NC(=O)CC(NC(=O)Cc1ccc(Br)cc1)c1ccc(N2CCC(N3CCCC3)CC2)c([N+](=O)[O-])c1 (configuration not stated)	-1%	-10%	-16%	29%	-1	-2
22	Cc1cc2cc3c(cc2nc1SCC(=O)Nc1nc(C)c(C)s1)OCO3	8%	1%	?	3%	-1	6
23	COC(=O)c1ccccc1S(=O)(=O)N1CCC(C(=O)OC(C)C(=O)Nc2ccc(NC(C)=O)cc2)CC1 (configuration not stated)	·	-3%	0%	-5%	-3	-8
24	CC(C)NC(=O)c1cc(-c2ccc(Br)cc2)on1	3%	-12%	?	186%[activator]	49*	122*
25	Cc1cccc(C)c1N(C(=O)c1ccco1)C(C(=O)NC1CCCC1)c1ccncc1 (configuration not stated)	-3%	2%	9%	-16%	-5	-10
26	Cc1ccc(NC(=S)N2CCC(N(C)CC3CCCO3)CC2)cc1C (configuration not stated)	1%	?	1.5µM*	1%	6	-5
27	O=C(c1ccc(F)cc1)N1CCC(C(=O)N2CCN(S(=O)(=O)c3ccccc3Br)CC2)CC1	·	-1%	?	?	·	·
28	Cc1noc(C)c1S(=O)(=O)Nc1ccc(C(=O)NCCc2ccccc2)cc1	11%	-23%	·	-3%	-2	-12
29	O=C(Cn1cnc2c(nnn2Cc2ccccc2F)c1=O)N1CCN(c2ccccc2)CC1	-1%	-12%	-5%	-25%	-3	15
30	Cc1ccnc(N2C(=O)c3ccc([N+](=O)[O-])cc3C2=O)c1	-18%	-28%	-16%	-4%	-1	3
31	Cc1cccc(S(=O)(=O)NNC(=O)Cc2cccn2C)c1	3%	-19%	-4%	-8%	-4	3
32	COc1cc2c(C)nc3onc(-c4ccccc4)c3c2cc1OC	?	3%	·	25%	2	-8
33	Cc1cc(-c2nnc(SCC(=O)Nc3ccc(F)cc3)n2N)n[nH]1	·	-4%	?	-18%	1	12
34	CCCCOC(=O)c1ccc(NC(=O)C(=O)NCc2cccnc2)cc1	1%	-1%	17%	19%	-1	15
35	O=C(c1ccccc1NS(=O)(=O)c1ccc(Cl)cc1)N1CCc2ccccc21	1%	-1%	376%[activator]	9%	-3	-9
36	COc1ccc(/C=C/CN2CCN(CC(C)C)C(CCO)C2)cc1 (configuration not stated)	0%	-4%	4.1µM*	?	13	23
37	COc1cccc(/C=N/NC(=O)CNC(=O)c2ccco2)c1O	14%	7%	22%	-24%	15*	54
38	COc1ccc(-c2cc(-c3ccccc3)nc(NN)n2)cc1OC	?	9%	?	?	17*	35
39	Cc1ccc(S(=O)(=O)CCC(=O)OCCOc2cccc(Br)c2)cc1	·	0%	?	-14%	·	·
40	Cc1cc(C(=O)NNC(=S)NCC2CCCO2)cs1 (configuration not stated)	0%	2%	121%[activator]	95%[activator]	1	3
41	CC(=O)OCC(=O)[C@@]1(O)[C@H](OC(C)=O)C[C@H]2[C@@H]3CCC4=CC(=O)C=C[C@]4(C)[C@@]3(F)[C@@H](O)C[C@@]21C	7%	·	·	·	-3	12
42	Cc1ccccc1OCCC(=O)OCC(=O)Nc1ccc(N2CCOCC2)cc1	·	-10%	30%	8%	14*	12
43	CC(C)c1ccc(O)c(N)c1	-23%	-20%	2.9µM*	?	30*	67*
44	CCn1c(SCC(=O)N(C)C)nc2cc(S(=O)(=O)N3CCCCC3)ccc21	·	1%	?	-20%	·	·
45	COc1cccc(N2CCN(C(=O)CCCCCNc3nc(=S)[nH]c4ccccc34)CC2)c1	-5%	1%	14%	-10%	-5	-16
46	COCCNc1nc2c(c(=O)n(C)c(=O)n2C)n1Cc1cccc(C(F)(F)F)c1	1%	1%	?	?	-2	2
47	O=C(Cc1cccs1)NCc1ccc(F)cc1	5%	0%	-22%	44%[activator]	22*	34
48	COc1ccc(-c2nnc(-c3ccccc3O)o2)cc1	-9%	8%	-27%	15%	45*	63*
49	CC(C)C(NC(=O)c1ccc(F)cc1)C(=O)NCC1CCCO1 (configuration not stated)	5%	0%	4%	46%[activator]	-2	-5
50	Clc1ccc(CNc2ccc(N3CCN(Cc4ccccc4)CC3)cc2)cc1	-1%	-21%	9.3µM*	-3%	1	-4
51	COC(=O)C1C(=O)CC(C)(O)C(C(=O)OC)C1c1ccccc1F (configuration not stated)	7%	-4%	11%	2%	-1	-3
52	CCOc1ccc(NS(=O)(=O)c2ccc(C(=O)NCC(c3cccs3)N3CCOCC3)cc2)cc1 (configuration not stated)	·	-1%	-14%	7%	·	·
53	COc1ccc(CCNC(=O)c2nnn(-c3cc(C)cc(C)c3)c2N)cc1OC	-5%	?	3.7µM*	?	-3	-4
54	Cc1ccc(NC(=O)Cn2c(=O)cnc3ccccc32)cc1S(=O)(=O)N1CCOCC1	·	-8%	?	?	·	·
55	CCCCn1c(O)c(C(C)=NC(C)c2ccccc2)c(=O)[nH]c1=O (configuration not stated)	5%	?	·	-22%	4	13

A second format for some results above:
(41) CC(=O)OCC(=O)[C@@]1(O)[C@H](OC(C)=O)C[C@H]2[C@@H]3CCC4=CC(=O)C=C[C@]4(C)[C@@]3(F)[C@@H](O)C[C@@]21C
  FBPA Giardia inh = 7% | Sm TGR inh = · | Pf growth 96h = · | Pf growth 48h = · | CHX counter = -3 | Shiga toxin inh = 12

(42) Cc1ccccc1OCCC(=O)OCC(=O)Nc1ccc(N2CCOCC2)cc1
  FBPA Giardia inh = · | Sm TGR inh = -10% | Pf growth 96h = 30% | Pf growth 48h = 8% | CHX counter = 14* | Shiga toxin inh = 12

(43) CC(C)c1ccc(O)c(N)c1
  FBPA Giardia inh = -23% | Sm TGR inh = -20% | Pf growth 96h = 2.9µM* | Pf growth 48h = ? | CHX counter = 30* | Shiga toxin inh = 67*

(44) CCn1c(SCC(=O)N(C)C)nc2cc(S(=O)(=O)N3CCCCC3)ccc21
  FBPA Giardia inh = · | Sm TGR inh = 1% | Pf growth 96h = ? | Pf growth 48h = -20% | CHX counter = · | Shiga toxin inh = ·
